Source: PubChem BioAssay (several laboratories)
sPLA2-III inh: Blocks human group III sPLA2 activity | Q9NZ20 | QFRET BODIPY PC-A2 liposome hydrolysis, fluorescence | inhibition, % at 12.2 µM | 0.56% of 370,000 active;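 active = inhibition above mean plus 3 SD of compounds lying within the high and low control bounds, cut at about 19% in these data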;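 also: 0% = median of test compound wells and 100% = no enzyme DMSO wells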
Target sequence (Q9NZ20 whole entry, looked up): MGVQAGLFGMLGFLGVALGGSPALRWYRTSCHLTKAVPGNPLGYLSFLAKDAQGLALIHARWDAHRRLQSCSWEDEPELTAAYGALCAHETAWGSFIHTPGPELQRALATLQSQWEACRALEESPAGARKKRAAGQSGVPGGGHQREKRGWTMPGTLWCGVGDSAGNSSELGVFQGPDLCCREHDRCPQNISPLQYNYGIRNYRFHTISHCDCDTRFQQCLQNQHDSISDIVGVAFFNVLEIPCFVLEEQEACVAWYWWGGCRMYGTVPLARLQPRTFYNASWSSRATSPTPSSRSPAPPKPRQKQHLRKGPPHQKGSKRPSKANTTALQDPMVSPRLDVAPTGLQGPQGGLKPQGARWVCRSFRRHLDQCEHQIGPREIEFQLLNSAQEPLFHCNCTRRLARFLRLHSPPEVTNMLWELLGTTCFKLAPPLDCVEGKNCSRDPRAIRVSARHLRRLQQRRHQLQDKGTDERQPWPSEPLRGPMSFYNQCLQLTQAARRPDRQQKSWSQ
KLK7 zymogen act: activators of human kallikrein-7 zymogen. P49862. AID 652039. purified proKLK7, EDANS-DABCYL substrate fluorescence; 100% is mature enzyme control, 0% vehicle. 0.9% of 370,000 active. activation, % at 7 µM;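 active = activation above the mean of all tested compounds plus 3 SD, computed per campaign excluding outliers beyond control limits, cut at about 13% in these data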
FXN GAA850 act: increases GAA850 frataxin promoter reporter activity; activation, % at 6 µM; AID 540364; HEK293 lucGAA850 FXN promoter luciferase reporter, 24 h; percent of 10 µM SAHA response; 0.56% of 360,000 active;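 active = activation above the average of all compounds screened plus 3 SD, cutoff fixed separately per campaign, cut at about 7.5% in these data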;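 also: 0% = DMSO wells and 100% = 10 µM SAHA wells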
GC-A act: GC-A (human) enzyme activation | HEK293 GC-A cells, cGMP TR-FRET, EC30 ANP; 0% at EC30 ANP, 100% saturating ANP | AID 1671463 | 0.14% of 370,000 active | activation, % at 10 µM; in the data active = activation above about 40%
DDE Tn6 FP inh: inhibitors of Tn6 peptide binding to human fibrin DD(E); P02675; Fibrin DD(E) TRITC-Tn6 fluorescence polarization displacement; inhibition, % at 8.3 µM; 0.21% of 370,000 active;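 active = inhibition above a per-campaign cutoff: mean of compounds within control limits plus 3 SD, cut at about 15% in these data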;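 also: 0% = median of all compound wells on the plate and 100% = blocking peptide control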
rCAG binder: molecules binding r(CAG) RNA repeats; r(CAG) RNA repeat, TO-PRO-1 dye displacement fluorescence; inhibition, % at 3 µM; 1.3% of 370,000 active;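 active = inhibition above the plate cutoff, the mean of all test compounds on that plate plus 3 SD, cut at about 35% in these data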;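 also: 0% = DMSO alone and 100% = 100 µM mitoxantrone as full dye displacement; higher means more dye released from RNA so lower well fluorescence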
ARFGAP1 inh: inhibitors of rat ARFGAP1; AID 651572; inhibition, % at 16.5 µM; Arfgap1-stimulated ARF1 GTP hydrolysis, GDP FP detection; 0.26% of 360,000 active; Q62848;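 active = inhibition above a per-plate limit, mean inhibition of low control wells plus 3 SD, cut at about 25% in these data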;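 also: 0% = DMSO wells with enzyme and 100% = wells lacking Arfgap1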
Target sequence (Q62848 1-136 limits assumed): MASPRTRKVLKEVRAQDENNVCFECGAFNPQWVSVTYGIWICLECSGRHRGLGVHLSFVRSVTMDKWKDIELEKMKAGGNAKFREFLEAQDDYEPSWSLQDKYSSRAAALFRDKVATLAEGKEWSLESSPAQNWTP
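Repeats: one replicate per compound; assay system: rat Arfgap1 catalytic domain, aa 1-136; times: enzyme reaction 120 min at 25 °C after 20 min preincubation; detection: FP of antibody-bound GDP Alexa 633 tracer, ex 620/em 688 nm; benchmarks: high control wells lacking Arfgap1, low control full reaction with DMSO; reagent: human ARF1(Δ1-17)-GTP substrate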
ASAP1 GAP inh: inhibitors of human ASAP1 ArfGAP activity. ASAP1-stimulated ARF1 GTP hydrolysis, GDP FP detection. Q9ULH1. inhibition, % at 16.5 µM. AID 624377. 0.19% of 360,000 active; in the data active = inhibition above about 25%;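 also: 0% = vehicle with enzyme and substrate and 100% = no enzyme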
Target sequence (Q9ULH1 325-724 limits assumed): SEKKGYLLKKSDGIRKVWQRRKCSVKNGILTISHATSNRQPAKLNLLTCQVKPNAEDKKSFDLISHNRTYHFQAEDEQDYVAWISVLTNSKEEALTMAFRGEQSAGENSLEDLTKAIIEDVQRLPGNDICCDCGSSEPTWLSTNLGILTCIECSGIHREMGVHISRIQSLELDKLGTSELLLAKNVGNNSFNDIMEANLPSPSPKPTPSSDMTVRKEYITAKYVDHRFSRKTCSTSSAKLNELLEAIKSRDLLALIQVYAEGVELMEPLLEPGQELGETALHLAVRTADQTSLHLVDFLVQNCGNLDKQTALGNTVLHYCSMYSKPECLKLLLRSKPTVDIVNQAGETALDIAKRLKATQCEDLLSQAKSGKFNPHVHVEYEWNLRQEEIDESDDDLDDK
NPR2 activator: GC-B (human) receptor activation; P20594; 0.11% of 370,000 active; HEK293-GC-B cells, CNP EC30, cGMP TR-FRET; 0% at EC30 CNP, 100% saturating CNP; activation, % at 10 µM;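 active = activation at 10 µM reaching about 35% in either raw or pattern-adjusted values, limit read from the data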
ADAM10 inh: inhibitors of human ADAM10. recombinant ADAM10, EDANS/DABCYL FRET peptide cleavage, 3 h. inhibition, % at 7 µM. 0.62% of 370,000 active. AID 720582;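 active = inhibition above a per-campaign cutoff equal to the mean of compounds falling between control-based bounds plus 3 SD, cut at about 20% in these data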;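 also: 0% = DMSO wells while the 100% control is not disclosed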
Starred values were filed as active, the others as inactive; i = inactive; · = not tested or not shown.

smiles	sPLA2-III inh	KLK7 zymogen act	FXN GAA850 act	GC-A act	DDE Tn6 FP inh	rCAG binder	ARFGAP1 inh	ASAP1 GAP inh	NPR2 activator	ADAM10 inh
COc1ccc(CCNC(=O)C2CCCN(S(=O)(=O)N3CCCCCC3)C2)cc1OC (stereo not given)	-0.7	0.3	-0.4	3.9	0.6	-5.3	-14.5	1.8	0.2	-5.7
Cc1cc(NC(=O)Nc2cccc3ccccc23)no1	-2.1	-1.9	1.2	2.1	1.0	2.4	4.3	-12.7	-1.5	-21.8
Cc1ccccc1CN1CCCNC1=O	2.3	0.3	-3.7	1.7	7.5	1.6	8.3	-2.8	-5.3	2.6
O=C(CN1CCN(Cc2ccccc2Cl)C1=O)NCCCN1CCOCC1	-0.6	0.2	1.2	-4.3	-1.0	-1.6	6.8	-9.7	-1.4	0.9
Cc1nc2ccccn2c1C(=O)/C=C/c1cccc([N+](=O)[O-])c1	-0.4	0.0	3.0	3.9	5.5	1.0	4.1	-4.7	-1.1	0.9
COc1ccc(N2CCN(C(=O)C(=O)c3c(C)n(C)c4ccccc34)CC2)cc1	-6.1	0.4	3.8	0.8	-6.4	-3.5	-4.5	1.1	9.8	5.4
Nc1ccc(Cc2nc3c(ccc4ccccc43)[nH]2)cc1	17.4	-0.2	1.6	1.2	-2.1	3.1	0.4	1.6	-1.6	-14.2
COc1ccc(NC(=O)N(CCc2ccccc2)Cc2cc3c(C)cc(C)cc3[nH]c2=O)cc1	-7.1	0.4	0.0	1.4	-2.6	11.2	1.4	1.5	3.3	5.2
COc1ccc(NC(=O)c2cc(S(=O)(=O)N3CCCCC3)ccc2OC)cc1	3.4	0.6	-0.1	-2.2	9.7	-1.4	-1.8	16.1	-3.4	2.4
COc1cccc(OC)c1C(=O)Nc1sc2c(c1C(N)=O)CCCC2	-4.9	0.2	0.5	3.2	-5.9	6.0	-2.8	-3.0	0.9	0.9
CCn1cc([N+](=O)[O-])c(C(=O)Nc2cc(C)on2)n1	0.1	0.6	-0.1	-0.8	2.6	-0.3	10.0	-3.3	-1.6	6.5
CC(C)[C@H](NC(=O)C1(c2ccccc2)CCN(C(=O)OC(C)(C)C)CC1)C(=O)O	-1.0	-0.9	-1.9	1.0	3.8	0.8	2.9	10.4	1.8	-8.9
O=C(c1c(F)cccc1F)N1CCN(c2ccccc2F)CC1	-1.8	0.6	2.1	2.7	2.1	-0.4	0.5	2.8	1.3	9.0
O=C(CN1CCOc2ccccc21)N1CCCC1	-1.5	0.3	-0.2	0.1	6.3	3.0	-7.0	4.0	1.7	-13.7
O=C(CN1C(=O)C2CC=C(Cl)CC2C1=O)N1CCOCC1 (stereo not given)	10.1	0.2	1.3	0.8	-0.9	2.1	7.1	6.0	6.1	-7.7
CCOC(=O)[C@]12CCC=C1N(Cc1ccc(Cl)cc1Cl)C(=O)[C@H](CC(=O)N1CCCCC1)C2	-4.8	1.1	·	-6.5	1.6	0.2	6.8	6.9	-0.7	-24.2
CC(=O)N1c2ccccc2Sc2ccc3ccccc3c21	-10.0	-0.4	2.4	-6.4	-5.0	0.8	-0.7	-16.8	-4.0	0.2
CCC(=O)N1CCN(c2ccc(NC(=O)COc3ccccc3Cl)cc2)CC1	-3.9	-0.3	-2.0	2.3	-3.5	-6.9	6.7	-5.6	4.3	-5.5
O=C(Nc1nnc([C@@H]2C[C@H](O)[C@@H](CO)O2)s1)c1cccc2ccccc12	7.7	-0.2	3.9	2.8	-16.9	2.4	6.9	6.8	2.4	-69.0
CCOc1ccc(CCNC(=O)c2ccc(CNS(=O)(=O)c3ccccc3)cc2)cc1OCC	-18.2	0.2	-2.0	1.4	1.0	2.1	-11.8	-5.4	5.5	7.8
COc1ccc(-c2ccc(CN3C(C)C(=O)N(Cc4cn(CC5CCCCC5)nn4)CCS3(=O)=O)cc2)cc1 (stereo not given)	8.0	-0.3	-2.9	-1.5	10.4	14.9	-0.7	-3.9	0.7	-12.1
CCCCN(C(=S)Nc1cccc(SC)c1)C1CCN(C(C)=O)CC1	3.6	-0.4	0.9	-1.2	0.7	-0.2	4.9	7.9	0.1	-5.2
CN(C)C(=O)c1ccc(NC(=O)c2cccc(S(=O)(=O)N3CCN(Cc4ccccc4)CC3)c2)cc1	-10.9	0.5	-1.3	-0.4	1.0	3.2	-8.3	1.9	-3.3	-1.5
Cn1c2c(c(=O)n(C)c1=O)C(C(F)(F)F)(C(F)(F)F)N=C(CCC1CCCCC1)N2	-18.3	0.0	-3.9	0.5	-2.6	-0.7	-6.2	-8.5	6.5	8.0
CCN(CC)c1ccc(NC(=O)c2cccnc2)c(C)c1	5.6	-0.1	2.2	-4.9	4.8	-6.3	-5.8	-1.2	-1.8	1.2

2 entries drawn at random from the list so far, as already listed:
smiles	sPLA2-III inh	KLK7 zymogen act	FXN GAA850 act	GC-A act	DDE Tn6 FP inh	rCAG binder	ARFGAP1 inh	ASAP1 GAP inh	NPR2 activator	ADAM10 inh
COc1cccc(OC)c1C(=O)Nc1sc2c(c1C(N)=O)CCCC2	-4.9	0.2	0.5	3.2	-5.9	6.0	-2.8	-3.0	0.9	0.9
COc1ccc(-c2ccc(CN3C(C)C(=O)N(Cc4cn(CC5CCCCC5)nn4)CCS3(=O)=O)cc2)cc1 (stereo not given)	8.0	-0.3	-2.9	-1.5	10.4	14.9	-0.7	-3.9	0.7	-12.1

Continued.
smiles	sPLA2-III inh	KLK7 zymogen act	FXN GAA850 act	GC-A act	DDE Tn6 FP inh	rCAG binder	ARFGAP1 inh	ASAP1 GAP inh	NPR2 activator	ADAM10 inh
c1cncc(-c2ccc3ncnc(NCc4ccc5c(c4)OCO5)c3c2)c1	0.3	-0.7	2.4	4.7	-3.8	1.4	4.7	-0.2	12.0	-7.8
COc1ccc(OCC#CCN2CC(C)OC(C)C2)cc1 (stereo not given)	2.6	-0.1	-0.8	4.3	8.1	-3.4	12.4	-7.4	2.0	-4.3
O=C(Cc1ccc(F)cc1)Nc1cccc(S(=O)(=O)N2CCCC2)c1	-8.5	0.1	-0.1	-1.7	2.6	2.4	1.1	-14.8	-1.2	-7.1
CCn1c(SCC(=O)NC(=O)NCc2ccco2)nnc1-c1cccs1	1.1	0.4	-1.3	2.8	4.2	5.6	-0.5	-1.5	0.2	-7.2
C=CCN(CC=C)CCOc1ccc(C)cc1[N+](=O)[O-]	11.9	-0.1	5.7	0.8	8.2	0.5	-0.7	-2.8	-1.4	-5.3
CN(C)C(=O)NC(NC(=S)Nc1ccccc1)C(Cl)(Cl)Cl (stereo not given)	6.2	-0.1	1.4	-1.7	1.9	3.9	2.5	4.6	3.2	-1.8
C=CCn1c(SCC(=O)NC(=O)Cc2ccccc2)nnc1-c1ccccc1F	-0.8	-0.3	1.5	-3.5	-9.1	-0.5	-5.9	-9.9	-2.2	-10.8
COc1cc(CC(=O)N(C)CC(=O)Nc2cc(C)ccc2C)cc(OC)c1OC	10.7	-0.2	-0.4	-1.8	2.3	-4.1	-15.1	-9.5	7.5	1.9
COc1cccc(OC)c1CC1SC(=O)NC1=O (stereo not given)	1.8	0.2	0.3	-1.5	-1.4	4.2	0.4	10.4	-4.7	6.3
Cc1nc(C)c(C(=O)OCC(=O)Nc2ccc(C)c(C)c2)s1	-4.2	0.5	-0.5	0.6	-3.6	3.6	-2.0	-10.9	-0.6	8.7
O=C(CN1CCCC1)NCC12CC3CC(CC(C3)C1)C2	-0.4	0.8	0.1	3.6	2.6	-0.3	1.3	15.3	-0.3	-0.1
CCCCC1(C)Nc2ccccc2-c2nc3ccccc3n21 (stereo not given)	0.2	62.5*	3.6	1.9	-0.4	3.4	4.3	-9.1	-0.1	i
Cc1cccc(NC(=S)NCc2ccncc2)c1C	13.1	-0.6	2.0	5.4	-2.4	-0.7	10.3	-5.5	2.2	5.9
CCC(C)(C)n1nnnc1C(C(C)C)N1CCC(C(N)=O)CC1 (stereo not given)	5.1	0.0	-1.0	3.0	-3.3	-3.1	7.8	-7.8	1.6	15.1
Cc1ccc(-n2c(=O)c3sccc3n(Cc3cc(=O)n4cc(Cl)ccc4n3)c2=O)cc1F	-3.0	-0.3	1.6	-3.0	9.9	2.5	8.4	5.4	-7.0	-18.2
CCOC(=O)N1CCN(C2CCCN(C(=O)c3cccc(N(C)C)c3)C2)CC1 (stereo not given)	1.9	-0.1	-0.7	0.9	1.9	-7.1	-0.5	-12.8	1.7	1.4
CCOc1ccc(C(=O)Nc2ccccc2C(=O)O)cc1	5.6	-0.2	5.2	-5.6	-4.0	3.4	0.2	18.1	-3.5	-7.9
CC[C@@]1(C(=O)OC)N[C@H](CN(C)C(=O)c2ccccc2)[C@@H]2C(=O)N(Cc3ccccc3)C(=O)[C@@H]21	3.3	0.0	-1.2	-0.6	-6.3	-2.4	3.9	-3.3	1.3	-9.1
Cc1ccc(C(C(=O)NC2CCCC2)N(Cc2cccnc2)C(=O)c2snc(C(N)=O)c2N)o1 (stereo not given)	4.5	1.9	-3.8	-16.2	2.6	-4.8	2.1	13.0	-18.9	-147.3
O=C(CCCNC(=O)c1ccc(Cl)cc1)Nc1cccc(S(=O)(=O)N2CCCCC2)c1	-41.1	0.6	0.4	-6.1	-11.5	7.4	-13.5	7.7	0.2	4.0
CCOC(=O)N1CCc2c(sc(N)c2C#N)C1	-2.2	0.3	·	1.6	-2.7	3.8	0.3	4.3	-1.8	-18.1
COc1ccc(N=C2SC(CC(=O)Nc3ccc(F)cc3)C(=O)N2Cc2ccco2)cc1 (stereo not given)	-41.2	0.9	-2.3	-3.7	-5.1	7.6	3.0	6.6	-5.9	14.6
COC(=O)CCC(=O)Nc1cccc(C(=O)Nc2cccc(Cl)c2)c1	-6.1	0.0	1.2	0.5	-10.0	1.7	-2.3	-0.1	6.2	-0.2
O=C(NNC1=C(C(=O)C(F)(F)F)CCC1)c1ccc(Cl)cc1	2.6	1.0	3.8	0.7	7.0	-1.2	4.3	-6.4	4.6	-4.9
CC(=O)OCCCN1c2ccccc2Nc2nnc(-c3ccccc3)cc21	-11.0	0.0	1.3	0.1	-13.4	-1.1	-12.0	6.2	-0.8	18.5
O=C1c2cccc3c(N4CCCCC4)ccc(c23)C(=O)N1c1cccc(O)c1	-33.6	1.2	1.2	5.3	8.3	-24.5	-2.5	2.6	0.3	-7.6
COc1ccc(N2CCN(C(=O)COC(=O)CNC(=O)c3ccccc3)CC2)cc1	7.2	0.2	3.1	-0.6	6.0	-7.5	3.2	-5.0	-0.2	-2.6
O=C(O)C1CCCN(S(=O)(=O)c2ccccc2[N+](=O)[O-])C1 (stereo not given)	-2.9	-0.5	0.9	-0.7	1.1	2.5	-16.6	-14.2	5.6	-4.0
CCC(CC)c1nnc(NC(=O)c2ccc([N+](=O)[O-])cc2)s1	7.3	0.0	1.8	3.3	6.1	-1.5	1.8	5.2	-1.4	-17.1
O=C(NNC(=S)Nc1cccc(C(F)(F)F)c1)c1cccc(Cl)c1	24.3*	-0.4	0.9	2.0	-4.2	46.9*	8.0	7.2	1.4	5.5
Cc1nc(SCC(=O)N2CCc3ccccc32)n[nH]1	4.5	-0.3	0.1	0.0	-4.0	3.0	-5.7	9.1	-9.5	-2.5
O=C(NCCc1ccccc1)c1cnc2ccccn2c1=O	-4.2	6.4	5.4	1.0	6.5	-3.3	-4.1	-3.1	-1.1	i
